tim23-1 inh: tim23-1 yeast growth inhibition | AID 463212 | S. cerevisiae tim23-1 growth, BacTiter-Glo luminescence, 24 h | 1.3% of 330,000 active | inhibition, % at 20 µM;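 active means growth inhibition of the mutant yeast at or above 50%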;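 further: temperature-sensitive mutant grown at 25 °C; plate controls were DMSO-treated mutant yeast for no effect and medium wells lacking yeast for full effect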
Jurkat NFkB inh: inhibitors of the PMA/ionomycin-induced NF-kB reporter in Jurkat cells. PMA/ionomycin-induced NF-kB luciferase reporter, luminescence. inhibition, % at 4 µM. 0.53% of 330,000 active. AID 435003; in the data active means inhibition above about 50%
Mdm2-MdmX inh: inhibitors of human Mdm2/MdmX interaction; SaOS-2 split-luciferase Mdm2/MdmX complementation, luminescence; inhibition, % at 8 µM; 3% of 330,000 active; AID 485346;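 active means inhibition of at least 50% at 8 µM in the primary screen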
Target sequence (O15151 whole entry, looked up): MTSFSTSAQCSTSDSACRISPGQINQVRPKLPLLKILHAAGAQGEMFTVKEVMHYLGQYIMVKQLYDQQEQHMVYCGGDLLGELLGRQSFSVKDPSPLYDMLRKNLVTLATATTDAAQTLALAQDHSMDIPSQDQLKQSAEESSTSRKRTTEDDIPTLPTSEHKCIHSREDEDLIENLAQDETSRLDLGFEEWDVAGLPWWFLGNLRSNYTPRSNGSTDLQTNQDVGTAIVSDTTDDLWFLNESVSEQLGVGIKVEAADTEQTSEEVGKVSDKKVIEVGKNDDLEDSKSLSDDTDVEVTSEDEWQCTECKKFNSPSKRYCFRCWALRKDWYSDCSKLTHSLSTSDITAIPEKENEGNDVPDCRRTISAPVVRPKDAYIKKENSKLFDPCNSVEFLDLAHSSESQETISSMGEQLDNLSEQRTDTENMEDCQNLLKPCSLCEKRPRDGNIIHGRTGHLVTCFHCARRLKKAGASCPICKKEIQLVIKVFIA
Target sequence (Q00987 whole entry, looked up): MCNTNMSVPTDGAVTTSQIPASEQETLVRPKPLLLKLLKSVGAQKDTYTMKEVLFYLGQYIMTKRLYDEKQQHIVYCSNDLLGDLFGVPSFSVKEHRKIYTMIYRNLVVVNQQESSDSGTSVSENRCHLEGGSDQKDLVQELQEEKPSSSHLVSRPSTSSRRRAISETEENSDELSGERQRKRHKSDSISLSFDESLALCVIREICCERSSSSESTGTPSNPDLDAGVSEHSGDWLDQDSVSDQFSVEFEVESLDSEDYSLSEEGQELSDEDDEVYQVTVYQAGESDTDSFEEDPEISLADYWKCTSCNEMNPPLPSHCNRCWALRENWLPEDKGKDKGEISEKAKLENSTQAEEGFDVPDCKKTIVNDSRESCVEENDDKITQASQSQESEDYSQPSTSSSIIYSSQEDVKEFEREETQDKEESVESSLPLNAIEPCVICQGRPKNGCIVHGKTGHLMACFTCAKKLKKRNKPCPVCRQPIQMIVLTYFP
697 NFkB inh: inhibitors of the PMA/ionomycin-induced NF-kB reporter in 697 B cells. AID 435022. inhibition, % at 4 µM. 697 B-cell NF-kB luciferase reporter, 16 h. 0.33% of 330,000 active; in the data active means inhibition above about 35%
APJ agonist: APJ receptor agonism | P35414 | CHO-K1 APJ PathHunter beta-arrestin, luminescence; 0% DMSO wells, 100% apelin | activation, % at 20 µM | 0.11% of 330,000 active;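 active means activation more than six SD over the plate average, tested at 20 µM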;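 further: 0% = DMSO alone and 100% = apelin-13 at 10 nM; some results filed as inactive read as strong as hits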
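Test system: CHO-K1 APJ beta-arrestin complementation cell line. Amount: cell density 1000 per well. Controls: DMSO negative, 10 nM Apelin-13 positive. Signal: luminescent beta-gal fragment complementation, chemiluminescent substrate. Read-out basis: agonist-driven arrestin binding to APJ. Timing: compound stimulation 90 min at 25 °C, detection 60 min.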
UPR XBP1 act: activators of adaptive arm of unfolded protein response (XBP1) | 0.33% of 330,000 active | activation, % at 20 µM | CHO-XBP1 luciferase reporter, IRE1-XBP1 UPR activation, luminescence; percent of tunicamycin response, DMSO as zero | AID 463104;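 active means versus positive control, 20 µM dose yields 30% or more activation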;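 further: 100% = tunicamycin at 10 µg/mL and 0% = DMSO only wells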
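Material: CHO-XBP1 cells stably carrying IRE1-XBP1-driven luciferase reporter | Medium: F12 with 10% serum | Compound dosing: 20 µM single concentration, DMSO 1% | Incubation: Overnight seeding at 37 °C, 6 h compound treatment at 37 °C | Detection: Steady-Glo luminescence read | Read-out basis: % activation of reporter signal versus tunicamycin and DMSO controls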
APJ antag: APJ receptor antagonism. P35414. CHO-K1 APJ beta-arrestin complementation, luminescence. inhibition, % at 20 µM. 0.32% of 330,000 active;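 active means inhibition above about 40% at 20 µM, limit read from the data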;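 further: cells challenged with 10 nM apelin-13 agonist together with compound; plate controls were apelin-13 plus DMSO wells for no effect and DMSO wells lacking apelin-13 for full effect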
CHOP UPR activ: apoptotic UPR (CHOP) activation; CHO-CHOP luciferase reporter, luminescence; percent of tunicamycin response over DMSO baseline; AID 449763; 0.34% of 330,000 active; activation, % at 10 µM;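 active means at 10 µM dose, activation of 40% or more, normalized to positive control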;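 further: 100% = tunicamycin at 10 µg/mL and 0% = DMSO alone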
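Dosing – one dose, 10 µM in 0.5% DMSO · System – CHO-CHOP cells, stable luciferase reporter of PERK-eIF2a-CHOP signalling · Input – 500 cells/well · Control set – tunicamycin 10 µg/mL final as positive, DMSO-only wells as negative · Timing – 6 h compound treatment, 37 °C · Measure – % activation vs tunicamycin · Technique – luminescence read with Steady-Glo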
* marks the source's active call; other numbers are inactive results.

The first 2 entries (preview)
SMILES | tim23-1 inh | Jurkat NFkB inh | Mdm2-MdmX inh | 697 NFkB inh | APJ agonist | UPR XBP1 act | APJ antag | CHOP UPR activ
CCOC(=O)[C@H]1[C@H]2COc3ccc(Br)cc3[C@@H]2N2C(=O)c3ccc(C)cc3NC(=O)[C@@]12C | -6 | 4 | 31 | 21 | -4 | 0 | -1 | -0.8
CN(C(=O)COC(=O)c1ccc2c(c1)OCO2)c1c(N)n(Cc2ccccc2)c(=O)[nH]c1=O | -2 | -5 | 3 | 5 | 1 | -1 | -56 | -0.3

Results (from the top)
SMILES | tim23-1 inh | Jurkat NFkB inh | Mdm2-MdmX inh | 697 NFkB inh | APJ agonist | UPR XBP1 act | APJ antag | CHOP UPR activ
CCOC(=O)[C@H]1[C@H]2COc3ccc(Br)cc3[C@@H]2N2C(=O)c3ccc(C)cc3NC(=O)[C@@]12C | -6 | 4 | 31 | 21 | -4 | 0 | -1 | -0.8
CN(C(=O)COC(=O)c1ccc2c(c1)OCO2)c1c(N)n(Cc2ccccc2)c(=O)[nH]c1=O | -2 | -5 | 3 | 5 | 1 | -1 | -56 | -0.3
O=C(CNC(=O)c1ccc(Br)cc1)NCC(=O)OCc1ccc(Cl)cc1 | -14 | -7 | -1 | 21 | -2 | -1 | 3 | -1.0
Cn1c(=O)cc(OCCCC(=O)N2CCN(c3ccccc3)CC2)c2ccccc21 | 6 | -3 | 19 | 24 | -8 | 3 | 29 | -2.4
C=CCn1c2ccccc2c(=O)c2cc(C#Cc3cc(OC)cc(OC)c3)ccc21 | 3 | -10 | 25 | 16 | 0 | 5 | 15 | 2.2
COc1ccc2c(c1)O/C(=C\c1sccc1C)C2=O | 25 | -22 | -126 | -41 | 1 | 5 | 7 | 3.2
O=C(Nc1ccc2c(c1)CCC2)c1ccc(Cl)nc1 | 27 | -87 | -77 | -80 | -1 | 3 | 4 | 2.2
Cc1oc2cc(Br)c(O)c(Br)c2c1C(=O)c1ccccc1 | 46 | -8 | 0 | 6 | -4 | -2 | 7 | -1.8
CCC(C)(C)C1CCC(=NNC(=S)Nc2ccccc2)CC1 (stereo not drawn) | 37 | 10 | -29 | 4 | -5 | 2 | 8 | 0.3
Cc1cc(S(=O)(=O)N2CCOCC2)ccc1OCC(=O)NCc1ccco1 | 5 | 3 | 1 | -9 | 0 | 6 | -4 | 4.6
CCC(=NCCc1c(C)[nH]c2ccccc12)C1=C(O)CC(c2ccccc2)CC1=O (stereo not drawn) | 10 | 49 | 71* | -18 | 0 | 1 | -2 | 2.7
CN(CC1COCCO1)C(=O)c1cc(COc2c(F)cccc2F)on1 (stereo not drawn) | 16 | -9 | 7 | -27 | 10 | 4 | 18 | 1.0
CCN(CC(=O)Nc1cc(Cl)ccc1C)C(=O)Cn1c(=O)cnc2ccccc21 | 4 | 4 | 17 | 6 | -4 | -2 | 17 | -0.2
COc1ccc(OC(=O)Nc2ccccc2)cc1 | 17 | -37 | -13 | -158 | 2 | 2 | -40 | 6.8
CCOC(=O)c1cnc(SC2CCc3ccccc3C2=O)nc1N (stereo not drawn) | 30 | -9 | 8 | -9 | -1 | 2 | -16 | -0.6
O=C(O)CCN1CC2([N+](=O)[O-])C=CC(=O)C([N+](=O)[O-])(C1)C2CC(=O)c1ccccc1 (stereo not drawn) | 8 | 7 | 4 | 13 | 1 | -1 | -13 | 0.9
COc1c2ccc(C(=O)NCc3cc(C(F)(F)F)cc(C(F)(F)F)c3)cc2nn1C | 6 | 22 | 15 | 22 | -1 | 0 | 3 | 1.6
N#CCc1c(C#N)c(N)nc(N2CCOCC2)c1C#N | -5 | -14 | -2 | -1 | 5 | -2 | -57 | -0.9
N/C(=N/OC(=O)c1ccc(Cl)cc1)c1ncc([N+](=O)[O-])s1 | 49 | 4 | 2 | -25 | 8 | 0 | -24 | 2.4
O=C(Nc1ccc2c(c1)C(=O)N(C1CCCCC1)C2=O)C1CCCO1 (stereo not drawn) | 25 | -9 | 5 | -35 | -2 | 2 | 1 | 2.9

Given as labelled records: four of the compounds above
smiles: CCOC(=O)c1cnc(SC2CCc3ccccc3C2=O)nc1N (stereo not drawn)
  tim23-1 inh: 30	Jurkat NFkB inh: -9	Mdm2-MdmX inh: 8	697 NFkB inh: -9	APJ agonist: -1	UPR XBP1 act: 2	APJ antag: -16	CHOP UPR activ: -0.6

smiles: O=C(O)CCN1CC2([N+](=O)[O-])C=CC(=O)C([N+](=O)[O-])(C1)C2CC(=O)c1ccccc1 (stereo not drawn)
  tim23-1 inh: 8	Jurkat NFkB inh: 7	Mdm2-MdmX inh: 4	697 NFkB inh: 13	APJ agonist: 1	UPR XBP1 act: -1	APJ antag: -13	CHOP UPR activ: 0.9

smiles: COc1c2ccc(C(=O)NCc3cc(C(F)(F)F)cc(C(F)(F)F)c3)cc2nn1C
  tim23-1 inh: 6	Jurkat NFkB inh: 22	Mdm2-MdmX inh: 15	697 NFkB inh: 22	APJ agonist: -1	UPR XBP1 act: 0	APJ antag: 3	CHOP UPR activ: 1.6

smiles: N#CCc1c(C#N)c(N)nc(N2CCOCC2)c1C#N
  tim23-1 inh: -5	Jurkat NFkB inh: -14	Mdm2-MdmX inh: -2	697 NFkB inh: -1	APJ agonist: 5	UPR XBP1 act: -2	APJ antag: -57	CHOP UPR activ: -0.9

Additional records
SMILES | tim23-1 inh | Jurkat NFkB inh | Mdm2-MdmX inh | 697 NFkB inh | APJ agonist | UPR XBP1 act | APJ antag | CHOP UPR activ
CC(C)Cc1cc(C(=O)N2N=C(C(F)F)CC2(O)C(F)F)c2ccccc2n1 (stereo not drawn) | 18 | 4 | 13 | 11 | -1 | -2 | -12 | -1.4
Cn1c(=O)c(-c2cc(Br)ccc2N)nc2ccccc21 | 28 | -50 | 12 | -41 | 0 | 1 | 3 | 3.6
COC(=O)C1CCN(c2ccc(C(N)=O)cc2[N+](=O)[O-])CC1 | 16 | 6 | 11 | 5 | -4 | -3 | -13 | -1.6
C=CCN1C(=O)c2ccc(C(=O)N(C)CC(=O)Nc3ccccc3Br)cc2C1=O | 14 | 4 | -15 | -3 | -8 | -2 | 2 | 0.2
O=C(C1COc2ccccc2O1)N1CCN(c2ccccc2O)CC1 (stereo not drawn) | 26 | -18 | -19 | 10 | 2 | 0 | -19 | 1.4
NCCCC[C@H](N)c1nnc([C@H](CCC(=O)O)NC(=O)C2CCNCC2)o1 | 2 | 8 | 0 | 14 | -1 | 1 | 11 | 0.8
Cc1ccccc1NC(=O)c1ccc(C)c(S(=O)(=O)NCc2cccnc2)c1 | 15 | 9 | 3 | -9 | 10 | 1 | 7 | 0.9
COc1ccc(CC(=O)OCC(=O)NC(=O)NC2CCCCC2)cc1 | 13 | 5 | -5 | 20 | 2 | 0 | 3 | -1.1
CCN(CCNC(=O)CS(=O)(=O)Cc1nc(-c2cccc(OC)c2)oc1C)c1ccccc1 | 24 | 3 | 26 | 5 | -2 | -1 | 5 | -3.2
CCn1cc(Br)c(C(=O)Nc2cccc(Cl)c2)n1 | 59* | -16 | 2 | -2 | -1 | 4 | 18 | 2.3
O=C(NC(=S)Nc1cccnc1Cl)c1ccco1 | 27 | -10 | -23 | -37 | -4 | 5 | 13 | 2.4
COc1ccc(C[C@H]2CN3C(=NC[C@@H]3Cc3ccc(O)cc3)N2C[C@H](C)NC(=O)c2ccc(C)c(Br)c2)cc1 | 7 | 21 | 86* | -14 | 8 | 4 | -1 | -0.5
Cn1c(SCC(=O)Nc2cccc(F)c2)nnc1-c1cccnc1 | 7 | 3 | 8 | 14 | -2 | -1 | 3 | -0.4
O=C(CNS(=O)(=O)c1ccccc1)N1CCN(Cc2ccccc2)CC1 | 29 | 5 | 27 | -3 | 0 | 0 | 0 | 0.5
CCCCN1CC[C@H]2C=CC[C@@H](C(=O)Nc3nccs3)[C@H]2C1=O | 18 | 17 | 8 | 0 | -2 | 0 | 28 | -0.1
Cc1ccc(NC(=O)CCC(=O)OCC(=O)c2ccc(Oc3ccc([N+](=O)[O-])cc3)cc2)c(C)c1 | 4 | 3 | 16 | 12 | -5 | 3 | 7 | 0.9
COc1ccccc1NC(=O)c1ccccc1S(=O)(=O)c1ccccc1[N+](=O)[O-] | 5 | -6 | -4 | -25 | 1 | -1 | -13 | 2.1
CCOC(=O)C1(Cc2cccc(Cl)c2)CCCN(C(=O)c2cc(C)on2)C1 (stereo not drawn) | 33 | -26 | -11 | -32 | -2 | 3 | 1 | 5.2
O=C(Nc1cc(Cl)ccc1F)C1=COCCO1 | 6 | -1 | -6 | 3 | -1 | 0 | 7 | 1.8
Cn1cc(-c2nnnn2-c2ccc(Cl)cc2)c(C(F)(F)F)n1 | 22 | 8 | 12 | -15 | -2 | -1 | -18 | -0.2
Cc1cc(=O)n2[nH]c(C)c(-c3ccccc3)c2n1 | 8 | 1 | 28 | 6 | -3 | -2 | 19 | -0.6
O=C(Nc1ccc(NC(=O)C2CC2)cn1)c1ccccc1 | 18 | -92 | -30 | -33 | -4 | -5 | 7 | -1.4
CCOC(=O)C(=CNc1cccc(C)c1C)C(=O)OCC | 10 | -5 | 2 | 21 | 4 | 2 | -1 | 1.8
O=C(Nc1ncccn1)c1cccc(Cl)c1 | -4 | -7 | 15 | 17 | -2 | -2 | 8 | -1.5
CC(C)(C)OC(=O)N1CCOCCOCCN(C(=O)OC(C)(C)C)CCOCCOCC1 | 22 | -6 | -10 | 1 | 10 | -1 | -25 | 0.0
CCOc1ccccc1C(=O)N1CCCCC1C (stereo not drawn) | -3 | -3 | 29 | 0 | -4 | 0 | 9 | -0.1
COc1ccc(S(=O)(=O)Nc2ccccc2C(=O)NC(C)C)cc1OC | 1 | 5 | -17 | 20 | -4 | -1 | 7 | -1.9
CCc1c(C)c(C#N)c2nc3ccccc3n2c1Nc1c(C)n(C)n(-c2ccccc2)c1=O | 3 | 19 | 13 | 20 | 1 | -1 | -12 | -2.3
COc1ccc(C2C=C(C)Nc3nc(SC)nn32)cc1 (stereo not drawn) | 19 | -16 | 2 | 6 | 1 | 0 | -4 | -0.5
CCc1cc2c(SCC(=O)C(C#N)=C3N(C)c4ccccc4N3C)ncnc2s1 | 15 | 3 | 12 | 3 | 2 | -2 | -18 | 0.4
O=C(c1ccc([N+](=O)[O-])cc1)N(C1=NCCCCS1)c1ccccc1 | 4 | 4 | 3 | 6 | 2 | -1 | -14 | 0.0
Cc1nn(-c2ccc([N+](=O)[O-])cc2)c(N)c1-c1ccccc1 | 22 | -127 | -287 | -89 | -2 | 3 | -16 | 2.7
O=C(Nc1ccc(S(=O)(=O)N2CCCCC2)cc1)C1CC(=O)N(c2ccccc2)C1 (stereo not drawn) | 4 | 14 | -14 | -9 | 4 | -2 | -6 | 0.4

Screening data: PubChem, Sanford-Burnham Center for Chemical Genomics
